High-throughput results: PubChem, Broad Institute
CFTR F508del cor: CFTR F508del correction in bronchial cells; CFBE cells, YFP halide quenching; stimulated with forskolin plus potentiator P3; % fluorescence drop versus neutral controls; activity (quench increase), % at 7.58 µM; hit rate 0.36% among 350,000; AID 720511;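 active means mean added fluorescence quench of at least 8% versus neutral control, with both replicates also reaching 8%; inconclusive means only one of the mean or replicate conditions met; inactive means mean below 8% and not both replicates reaching 8%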;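 further: cells transiently co-express mutant CFTR-F508del with the halide-sensitive YFP; corrector assay measuring rescue of mutant channel to the surface after 24 h compound exposure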
Casp6 inh: blocks human caspase-6 cleavage activity; P55212; purified caspase-6, Z-VEID-R110 cleavage fluorescence; inhibition, % at 12.5 µM; hit rate 0.53% among 350,000; AID 686996;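 active means mean inhibition across replicates at least about 35%, with every replicate also reaching that limit, limit read from the data; inconclusive means only one of the two criteria met; inactive means neither criterion met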;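 further: 0% = median of neutral control wells and 100% = no fluorescence left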
Target sequence (P55212 24-179 limits assumed): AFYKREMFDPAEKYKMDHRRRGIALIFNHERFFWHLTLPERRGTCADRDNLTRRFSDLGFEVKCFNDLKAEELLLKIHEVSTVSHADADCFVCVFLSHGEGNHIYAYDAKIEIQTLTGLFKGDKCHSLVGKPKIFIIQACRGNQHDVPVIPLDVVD
Target sequence (P55212 194-293 limits assumed): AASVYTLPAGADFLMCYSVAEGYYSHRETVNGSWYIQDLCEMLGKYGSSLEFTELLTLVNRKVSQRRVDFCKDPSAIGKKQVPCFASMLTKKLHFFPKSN
SIRT5 inh: inhibitors of human sirtuin-5 desuccinylase; hit rate 1.1% among 330,000; Q9NXA8; inhibition, % at 15 µM; Purified SirT5, succinyl-peptide AMC, trypsin-coupled fluorescence; in the data active means inhibition above about 15%; inconclusive means no clear call, values can overlap the other calls
Target sequence (Q9NXA8 whole entry, looked up): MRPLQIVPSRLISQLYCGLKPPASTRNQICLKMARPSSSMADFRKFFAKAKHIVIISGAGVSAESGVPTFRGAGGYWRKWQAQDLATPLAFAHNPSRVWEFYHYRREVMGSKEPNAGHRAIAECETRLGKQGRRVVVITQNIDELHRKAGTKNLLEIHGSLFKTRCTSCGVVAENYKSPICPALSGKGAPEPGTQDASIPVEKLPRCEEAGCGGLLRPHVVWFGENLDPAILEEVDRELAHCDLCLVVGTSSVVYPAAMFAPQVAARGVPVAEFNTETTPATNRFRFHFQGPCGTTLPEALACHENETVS
DENV2 CPE rescue: DENV2-induced cell death inhibition; AID 651640; DENV2-infected cells, cytopathic effect rescue, plate reader; hit rate 1.7% among 350,000; CPE inhibition, % at 9.99 µM; in the data active means CPE inhibition above about 20%, passing the limit was not always enough; inconclusive means no clear call, values can overlap the other calls; tested in BHK-21 cells;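 further: 0% = median of neutral control wells and 100% = median of positive control wells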
ERAP1 HTS inh: ERAP1 (human) enzyme inhibition; recombinant ERAP1, Leu-AMC fluorescence, 60 min; Q9NZ08; hit rate 0.15% among 340,000; inhibition, % at 10.7 µM; AID 652197;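 active means mean replicate inhibition of at least 30%, or all replicates individually reaching that 30% level; inactive means mean below 30% and not every replicate reaching it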;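 further: 0% = neutral control wells and 100% = L-leucinethiol positive control wells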
ERp5 block: ERp5 (human) disulfide isomerase inhibition. Q15084. ERp5 insulin aggregation, absorbance 650 nm, 90 min. inhibition, % at 9.99 µM. hit rate 0.05% among 350,000. AID 651711;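 active means mean replicate inhibition above about 25%, with every replicate also reaching it, limit read from the data, passing the limit was not always enough; inconclusive means only one of those two criteria met; inactive means neither criterion met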
Target sequence (Q15084 whole entry, looked up): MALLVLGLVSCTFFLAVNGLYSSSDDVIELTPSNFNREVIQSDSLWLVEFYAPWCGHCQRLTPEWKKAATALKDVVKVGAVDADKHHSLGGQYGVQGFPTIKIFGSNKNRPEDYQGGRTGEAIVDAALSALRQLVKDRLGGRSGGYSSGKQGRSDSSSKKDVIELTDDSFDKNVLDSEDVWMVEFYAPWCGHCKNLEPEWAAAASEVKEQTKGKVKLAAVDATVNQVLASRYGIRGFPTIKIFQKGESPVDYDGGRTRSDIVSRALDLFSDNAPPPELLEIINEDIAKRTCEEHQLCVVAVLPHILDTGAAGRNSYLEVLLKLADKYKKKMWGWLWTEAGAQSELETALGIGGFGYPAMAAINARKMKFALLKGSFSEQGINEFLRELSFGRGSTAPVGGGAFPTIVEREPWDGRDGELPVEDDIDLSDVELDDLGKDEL
miR122 inh: blocks miR-122 activity in Huh7 sensor cells | Huh7 miR-122 Renilla luciferase sensor, 48 h; neutral wells = 0, positive control = 100 | activation (reporter increase), % at 12.5 µM | AID 602342 | hit rate 0.3% among 340,000;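 active means mean replicate activation score at least 90 and every replicate individually at or above 90; inconclusive means only one of the two criteria met; inactive means neither criterion met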;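 further: higher luciferase means less miR-122 activity so hits act as miR-122 inhibitors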
The depositor's hits bear a star; ? = inconclusive; . = no result given; & = joins results of further samples; [ ] = remark or other dose. This is a random part of the collection. About 4% of those tested had a hit in this group.

1	C[C@H]1CN([C@@H](C)CO)C(=O)CCCn2nncc2CO[C@@H]1CN(C)Cc1cccc(O)c1
2	CN(C)c1oc(-c2ccc(Cl)cc2)nc1S(=O)(=O)c1ccccc1
3	COc1cc(C)ccc1S(=O)(=O)NC(=O)C1(C)CCN1C(=O)c1ccc(C(F)(F)F)nc1C (configuration not stated)
4	COc1ccc(-c2cc([N+](=O)[O-])ccc2OCC(=O)N(C)CC(=O)Nc2ccc(C)cc2)cc1
5	CCC(=O)N1[C@H](CO)[C@H](c2ccccc2)C12CN(C(=O)Nc1ccccc1F)C2

assay / entry,1,2,3,4,5
CFTR F508del cor,-0.9&2.2,.,4.5,3.1,-3.2
Casp6 inh,-4&-3,-1,0,-6,-3
SIRT5 inh,-10&6,-6,-8,3,5
DENV2 CPE rescue,-5&2,9,-3,-13,27*
ERAP1 HTS inh,0&6,0,1,-1,-4
ERp5 block,-9&3,7,-2,0,0
miR122 inh,-2,-5,0,-7,.

6	CSc1ccc(C2NC(=O)c3c(sc4c3CCN(C)C4)N2)cc1 (configuration not stated)
7	COc1cccc(Cn2cnc3c([N+](=O)[O-])c(C)c(C)cc32)c1
8	COCCNC(=O)C1Cc2c(-c3cccc(NC(C)=O)c3)ccnc2O1 (configuration not stated)
9	CCc1ccccc1NC(=O)c1onc(C)c1Cl
10	COC(=O)[C@H]1[C@H](CO)[C@H]2Cn3c(ccc(-c4ccccc4OC)c3=O)[C@H]2N1CC1CCOCC1

assay / entry,6,7,8,9,10
CFTR F508del cor,-0.5,0.2,-2.1,-3.0,-1.1
Casp6 inh,1,2,-1,3,1
SIRT5 inh,-1,-1,-8,.,4
DENV2 CPE rescue,-2,-1,0,0,5
ERAP1 HTS inh,1,-4,-1,-1,-1
ERp5 block,-3,-3,-3,-9,6
miR122 inh,4,7,2,-4,-4[16.7 µM]

11	COc1cc(/C=C/C(=O)OCC(=O)NCc2ccc3c(c2)OCO3)cc(OC)c1OC
12	Cc1ccc(C(=O)N2CCN(c3ccc(NC(=O)Cc4ccccc4)cc3)CC2)cc1
13	Cc1cccc(S(=O)(=O)N2CCCCN3[C@H](C2)[C@@H](c2ccc(C#CC(C)C)cc2)[C@@H]3CO)c1
14	CCN(C(=O)COC(=O)Cn1c(=O)oc2ccccc21)c1c(N)n(Cc2ccccc2)c(=O)[nH]c1=O
15	COCC(=O)N[C@@H]1C=C[C@@H](CC(=O)NCc2ccccc2OC)O[C@H]1CO

assay / entry,11,12,13,14,15
CFTR F508del cor,1.4,-2.0,1.1,-2.7,-1.4
Casp6 inh,-1,1,1,-4,-2
SIRT5 inh,-4,-2,1,-4,2
DENV2 CPE rescue,8,?,-3,4,11
ERAP1 HTS inh,5,-1,8,2,-1
ERp5 block,5,9,-2,3,5
miR122 inh,-4,-2,18[16.7 µM],-9,.

Quoted from the listing.
Under ERAP1 HTS inh, cpd 5 has the entry -4
Under miR122 inh, cpd 9 has the entry -4

Next results.
16	Cc1ccc(CN(C)C[C@@H]2OCc3cnnn3CCCC(=O)N([C@@H](C)CO)C[C@H]2C)cc1
17	COc1ccc(OC)c(/C=N/NC(=O)c2cc[n+](CC(=O)c3ccccc3)cc2)c1
18	N#Cc1ccccc1NC(=O)CN(Cc1ccccc1)Cc1ccccc1
19	CCCC(=O)N(CCN1CCOCC1)c1nc2c(F)cc(F)cc2s1
20	CCC(=O)N1CCC2(CC1)CN(Cc1ccccc1Cl)[C@H](CO)c1c2c2ccc(OC)cc2n1C

assay / entry,16,17,18,19,20
CFTR F508del cor,0.4&-0.6&-1.5,-3.5,-1.4,-1.4,-3.2
Casp6 inh,-3&2&-1,-9,-1,0,-3
SIRT5 inh,-5&-1&1,2,-5,-2,3
DENV2 CPE rescue,?,0,2,-8,4
ERAP1 HTS inh,0&1&0,37*,-1,0,3
ERp5 block,5&0&9,-3,5,1,5
miR122 inh,2,0,3,.,.

Six compounds picked at random from the list so far:
13	Cc1cccc(S(=O)(=O)N2CCCCN3[C@H](C2)[C@@H](c2ccc(C#CC(C)C)cc2)[C@@H]3CO)c1
7	COc1cccc(Cn2cnc3c([N+](=O)[O-])c(C)c(C)cc32)c1
18	N#Cc1ccccc1NC(=O)CN(Cc1ccccc1)Cc1ccccc1
14	CCN(C(=O)COC(=O)Cn1c(=O)oc2ccccc21)c1c(N)n(Cc2ccccc2)c(=O)[nH]c1=O
20	CCC(=O)N1CCC2(CC1)CN(Cc1ccccc1Cl)[C@H](CO)c1c2c2ccc(OC)cc2n1C
1	C[C@H]1CN([C@@H](C)CO)C(=O)CCCn2nncc2CO[C@@H]1CN(C)Cc1cccc(O)c1

assay / entry,13,7,18,14,20,1
CFTR F508del cor,1.1,0.2,-1.4,-2.7,-3.2,-0.9&2.2
Casp6 inh,1,2,-1,-4,-3,-4&-3
SIRT5 inh,1,-1,-5,-4,3,-10&6
DENV2 CPE rescue,-3,-1,2,4,4,-5&2
ERAP1 HTS inh,8,-4,-1,2,3,0&6
ERp5 block,-2,-3,5,3,5,-9&3
miR122 inh,18[16.7 µM],7,3,-9,.,-2

The list goes on:
21	COc1cccc(Nc2nc(-c3sc(NC(=O)CC(C)C)nc3C)cs2)c1
22	CCN(CC(=O)Nc1ccc(NC(C)=O)cc1)C(=O)c1cn(-c2ccccc2)nc1-c1cccs1
23	O=C(O)CCCSc1nccn1-c1ccccc1
24	Cc1c(NC(=O)CCC2CCCCC2)c(=O)n(-c2ccccc2)n1C
25	O=C(CSc1nnc(-c2ccncc2)n1-c1ccccc1Cl)Nc1ccc(C(=O)O)cc1

assay / entry,21,22,23,24,25
CFTR F508del cor,3.7,-5.3,-2.6,-1.3,-1.9
Casp6 inh,-1,1,0,2,1
SIRT5 inh,.,0,.,-6,.
DENV2 CPE rescue,?,-5,0,1,-2
ERAP1 HTS inh,1,4,2,1,-3
ERp5 block,-3,18,4,3,-9
miR122 inh,0,.,.,-9,.

Molecules from the list above containing a nitro group on carbon (2):
4	COc1ccc(-c2cc([N+](=O)[O-])ccc2OCC(=O)N(C)CC(=O)Nc2ccc(C)cc2)cc1
7	COc1cccc(Cn2cnc3c([N+](=O)[O-])c(C)c(C)cc32)c1

assay / entry,4,7
CFTR F508del cor,3.1,0.2
Casp6 inh,-6,2
SIRT5 inh,3,-1
DENV2 CPE rescue,-13,-1
ERAP1 HTS inh,-1,-4
ERp5 block,0,-3
miR122 inh,-7,7

(list continues)
26	O=C(O)CC(NC(=O)/C(=C/c1ccccc1)NC(=O)c1ccccc1)c1ccccc1 (configuration not stated)
27	COc1ccc(CNc2nc3ccccc3n2C(C)C)c(O)c1
28	CC1Cc2ccccc2N1C(=O)COC(=O)/C=C/c1ccc(F)cc1 (configuration not stated)
29	CCN(C[C@H]1N[C@@](Cc2ccccc2)(C(=O)OC)[C@H]2C(=O)N(C)C(=O)[C@@H]12)S(=O)(=O)c1ccc(C(F)(F)F)cc1
30	O=C(CNC(=O)c1ccc(Br)o1)Nc1cccc(S(=O)(=O)N2CCCC2)c1

assay / entry,26,27,28,29,30
CFTR F508del cor,1.1,-3.9,3.2,4.6,-1.9
Casp6 inh,1,-1,0,3,1
SIRT5 inh,0,5,-4,2,-2
DENV2 CPE rescue,-1,?,-4,0,-1
ERAP1 HTS inh,0,-2,2,-2,-1
ERp5 block,6,-2,8,7,0
miR122 inh,.,-5,-4,.,.

31	Cc1cn(C2OC(COC(=O)c3ccccc3)C(O)C2Cl)c(=O)[nH]c1=O (configuration not stated)
32	COc1cccc(C(=O)NCCN2CCC(n3c(=O)[nH]c4ccccc43)CC2)c1
33	CCn1c(CNC(=O)Cc2ccc(OC)cc2)nnc1SCC(=O)c1ccccc1
34	O=S1(=O)C[C@H]2NC(=S)N(c3ccccc3)[C@H]2C1
35	Cc1ccc(NC(=O)OCCN2CCN(S(=O)(=O)c3ccc(C)cc3)CCC2=O)cc1

assay / entry,31,32,33,34,35
CFTR F508del cor,-1.5,-2.0,0.8,1.3,1.7
Casp6 inh,1,0,0,0,2
SIRT5 inh,1,-3,9,0,.
DENV2 CPE rescue,-6,13,8,0,-5
ERAP1 HTS inh,-3,-5,16,-3,-1
ERp5 block,-7,4,4,-2,6
miR122 inh,4,.,.,.,1

36	Cc1ccc(-c2ccc3c(c2)O[C@H](CN(C)C(=O)Nc2ccccc2)[C@H](C)CN([C@H](C)CO)S3(=O)=O)cc1
37	O=C(Nc1ccc2c(c1)OCO2)c1noc2c1CCCC2
38	CC(=O)[C@H]1CC[C@H]2[C@@H]3CCC4=CC(=O)CC[C@]4(C)[C@H]3[C@H](O)C[C@]12C
39	COc1ccc(S(=O)(=O)N(C)C[C@@H]2Oc3ccc(NC(=O)NC(C)C)cc3CC(=O)N([C@@H](C)CO)C[C@@H]2C)cc1
40	Cc1nc2ccccc2n1C(C)c1nc2ccccc2n1CC(=O)c1ccsc1 (configuration not stated)

assay / entry,36,37,38,39,40
CFTR F508del cor,-1.5,-0.3,2.3,2.2,5.0
Casp6 inh,0,4,1,2,-1
SIRT5 inh,0,-2,-9,-1,-3
DENV2 CPE rescue,1,-6,-8,1,6
ERAP1 HTS inh,0,-4,0,2,.
ERp5 block,1,6,5,-1,-2
miR122 inh,.,4,-6,-11[16.7 µM],.

Entries by screen from the list.
Casp6 inh, nos. 36 to 40: 0, 4, 1, 2, -1

Carrying on.
41	CN(C)CC(=O)N[C@@H]1CC[C@@H](CC(=O)NCc2ccc(Cl)cc2)O[C@H]1CO
42	CSc1nnc(NC(=O)C2CCCCC2)s1
43	CN1C(=O)c2cc(NC(=O)C3CCC3)ccc2OC[C@@H]2O[C@@H](CC(=O)NCCc3ccncc3)CC[C@H]21
44	O=C(C[C@@H]1CC[C@@H]2[C@H](COC[C@@H](O)CN2Cc2cc(F)cc(F)c2)O1)NC1CCCC1
45	CN(C(=O)C1CCCN(S(=O)(=O)c2cccc([N+](=O)[O-])c2)C1)C1CCS(=O)(=O)C1 (configuration not stated)

assay / entry,41,42,43,44,45
CFTR F508del cor,0.3,0.2,-0.6,-2.2,1.3
Casp6 inh,-2,-4,0,-2,3
SIRT5 inh,2,0,4,2,-2
DENV2 CPE rescue,-3,-4,?,-5,-3
ERAP1 HTS inh,2,-4,3,-1,0
ERp5 block,-7,-2,1,2,1
miR122 inh,.,-2,.,-4[16.7 µM],.

46	O=C1NC[C@H](c2ccccc2)OC(=O)[C@H](Cc2ccc(F)cc2)C/C=C\C[C@H]1CC(=O)N(CCO)Cc1ccccc1
47	C[C@H](NC(=O)CC[C@H]1O[C@@H](n2ccc(=O)[nH]c2=O)[C@H](O)[C@@H]1O)C(=O)O
48	COc1ccc(OC)c(CC(NC(C)=O)C(=O)NC2CCN(C(=O)c3cccc(C)c3)CC2)c1 (configuration not stated)
49	COc1cccc(CN2CCN(C3CCN(c4cccc(C)c4C)CC3)CC2CCO)c1 (configuration not stated)
50	COc1cc(C(=O)NCc2ccc(OCCN(C)C)cc2)cc(OC)c1OC

assay / entry,46,47,48,49,50
CFTR F508del cor,4.1,-2.7,0.0,1.3,-4.7
Casp6 inh,1,1,1,5,9
SIRT5 inh,1,-7,2,1,2
DENV2 CPE rescue,10,-8,-6,-1,-5
ERAP1 HTS inh,-5,0,-10,-13,-6
ERp5 block,2,1,-1,3,3
miR122 inh,-6,-5,-5,13,-3

51	COc1cccc(C2(c3cccc(OC)c3)CC2C(=O)Nc2ccccc2Cl)c1 (configuration not stated)
52	C=CCC[C@@H](Cc1ccc(F)cc1)C(=O)OCCNC(=O)[C@@H](CC=C)CC(=O)N(CCO)Cc1ccccc1
53	C/C(=N\NC(=O)c1c[nH]c2ccccc12)c1ccco1
54	Cc1ccc(N2CC(C(=O)Nc3nnc(SCCN4CCOCC4)s3)CC2=O)cc1C (configuration not stated)
55	CCN(CC)C(=O)c1nc[nH]c1C(=O)N(CC)CC
56	Cc1ccccc1NC(=O)Nc1ccccc1C(N)=O

assay / entry,51,52,53,54,55,56
CFTR F508del cor,3.5,-3.5,0.9,4.0,2.9,-1.3
Casp6 inh,6,3,1,5,-3,1
SIRT5 inh,-2,2,-6,-2,.,0
DENV2 CPE rescue,7,-14,.,-2,-7,3
ERAP1 HTS inh,-1,1,-1,2,-2,0
ERp5 block,2,-1,-2,1,0,-6
miR122 inh,67,-8,4,.,1,.
